Screening results (PubChem BioAssay)
D2 agonist: HTS Assay for Allosteric Agonists of the Human D2 Dopamine Receptor: Primary Screen for Agonists; 340,000 compounds, 0.53% hits; activation, % at 2 µM; HEK293 T-REx D2 cells, calcium flux agonist mode; D(2) dopamine receptor (Homo sapiens), P14416;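 active means activation over 3 SD above normal in the single-dose calcium agonist read, cut at about 30% in these data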; further: 0% is about no effect
Target sequence (P14416 whole entry, looked up): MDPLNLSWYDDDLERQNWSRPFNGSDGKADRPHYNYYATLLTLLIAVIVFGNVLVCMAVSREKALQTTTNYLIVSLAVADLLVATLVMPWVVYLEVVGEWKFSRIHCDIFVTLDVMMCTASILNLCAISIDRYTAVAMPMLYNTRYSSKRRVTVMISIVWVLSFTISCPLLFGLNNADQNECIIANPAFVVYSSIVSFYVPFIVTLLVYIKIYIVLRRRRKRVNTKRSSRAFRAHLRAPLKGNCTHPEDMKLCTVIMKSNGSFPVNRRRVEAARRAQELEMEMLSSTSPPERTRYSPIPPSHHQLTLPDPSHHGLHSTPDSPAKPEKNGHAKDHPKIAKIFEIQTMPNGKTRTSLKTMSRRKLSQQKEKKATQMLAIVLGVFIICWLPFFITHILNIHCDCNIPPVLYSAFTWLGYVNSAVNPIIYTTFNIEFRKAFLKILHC
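In this primary screen, compounds producing a positive calcium signal within 180 s of addition to tetracycline-induced, force-coupled HEK293 Trex D2 cells are flagged; cells are dye-loaded with a no-wash calcium kit beforehand.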
RXFP1 antag: qHTS Assay for Antagonists of the Relaxin Receptor RXFP1; Relaxin receptor 1 (Homo sapiens), Q9HBX9; HEK293-RXFP1, relaxin-stimulated cAMP HTRF, 30 min; stronger effect = lower value; activity change, negative = inhibition, % at 57.5 µM; 350,000 compounds, 0.59% hits;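 active means activity change of -60% or lower, but not beyond a set lower limit; inconclusive means change between -60% and -40%, or beyond the set limit; inactive means change above -40%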; further: on the % scale 0 is the no-effect control and ±100 the full control effect
TRHR agonist: qHTS for Small Molecule Agonists and Allosteric Enhancers of Human TRH Receptor: Primary Screen for Agonists. TRHR cells, calcium flux fluo-8, FDSS agonist mode. 360,000 compounds, 0.18% hits. activation, % at 2 µM. AID 493084, 2011. Thyrotropin-releasing hormone receptor (Homo sapiens), P34981; further: 0% is about no effect
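Read-out: compound-evoked intracellular calcium rise in TRHR cells, fluo-8 dye, kinetic FDSS fluorescence at 1 s/cycle following a 10-cycle baseline. Cells cultured overnight before dye loading (30 min–1.5 h, RT).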
D1 agonist: Allosteric Agonists of the Human D1 Dopamine Receptor: qHTS; activation, % at 2 µM; 360,000 compounds, 1% hits; HEK293 T-REx D1 cells, calcium flux, agonist mode; D(1A) dopamine receptor (Homo sapiens), P21728; further: 0% is about no effect
Target sequence (P21728 whole entry, looked up): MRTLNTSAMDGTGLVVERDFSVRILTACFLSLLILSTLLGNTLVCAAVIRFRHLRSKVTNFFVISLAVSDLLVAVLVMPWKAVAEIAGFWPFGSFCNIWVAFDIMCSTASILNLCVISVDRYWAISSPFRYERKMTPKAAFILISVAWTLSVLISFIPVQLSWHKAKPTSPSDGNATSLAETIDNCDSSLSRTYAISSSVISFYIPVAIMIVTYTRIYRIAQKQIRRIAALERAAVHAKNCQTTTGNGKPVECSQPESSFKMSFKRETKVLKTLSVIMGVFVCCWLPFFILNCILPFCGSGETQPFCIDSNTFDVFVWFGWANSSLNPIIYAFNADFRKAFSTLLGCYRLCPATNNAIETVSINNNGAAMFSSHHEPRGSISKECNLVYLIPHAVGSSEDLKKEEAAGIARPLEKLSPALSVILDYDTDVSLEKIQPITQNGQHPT
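Inducible HEK293 T-REx D1 cells, force-coupled to calcium signalling, were plated at 4000 cells/well with tetracycline and held overnight at 30 C. After no-wash calcium dye loading, compound-evoked calcium rise over 180 s flagged agonists.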
D2 potentiator: HTS Assay for Positive Allosteric Modulators of the Human D2 Dopamine Receptor: Primary Screen for Potentiators; D(2) dopamine receptor (Homo sapiens), P14416; AID 485347, 2010; 340,000 compounds, 0.34% hits; potentiation, % at 10 µM; HEK293 T-REx D2, calcium flux, EC20 dopamine potentiation;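 active means potentiation over 3 SD above the plate norm, cut at about 30% in these data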; further: 0% is about no effect
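Calcium flux readout, no-wash dye, 1 read/s. Inducible HEK293 Trex D2 line, overnight 30 C. Compound alone 180 s (agonist flags), then EC20 dopamine, another 180 s to score potentiation.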
D2 antag: HTS Assay for Allosteric Antagonists of the Human D2 Dopamine Receptor: Primary Screen for Antagonists; D(2) dopamine receptor (Homo sapiens), P14416; HEK293 TREx D2 cells, calcium flux, dopamine EC80; inhibition, % at 10 µM; 340,000 compounds, 2% hits; in the data active means inhibition above about 30%; further: 0% is about no effect
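Calcium flux kinetic readout in an inducible HEK293 TREx D2 line plated overnight at 30 C. After 180 s compound exposure, an EC80 dopamine challenge follows with another 180 s kinetic read to detect antagonism.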
D1 antag: Antagonist of Human D 1 Dopamine Receptor: qHTS; D(1A) dopamine receptor (Homo sapiens), P21728; activity change, negative = inhibition, % at 10 µM; HEK293 TREx D1 cells, calcium flux, dopamine EC80; stronger effect = lower value; 360,000 compounds, 3.2% hits; in the data active means activity change below about -30%; further: on the % scale 0 is the no-effect control and ±100 the full control effect
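Kinetic fluorescence of a calcium dye serves as the read-out. D1-expressing Hek293 Trex cells, induced overnight at 30 C, are exposed to compound for 180 s before an EC80 dopamine addition, then read 180 s further.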
TRHR PAM: qHTS for Small Molecule Agonists and Allosteric Enhancers of Human TRH Receptor: Primary Screen for Enhancers | Thyrotropin-releasing hormone receptor (Homo sapiens), P34981 | TRHR cells, fluo-8 calcium fluorescence, EC20 TRH enhancement | enhancement, % at 2 µM | 360,000 compounds, 0.66% hits; in the data active means enhancement above about 30%; further: 0% is about no effect
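TRHR-expressing cells loaded with fluo-8 calcium dye were read kinetically (ex 480/em 530) during compound addition, then stimulated with an EC20 of TRH (10 nM final). Enhancement of the Gq-mediated intracellular calcium response was scored.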
D1 potentiator: Potentiators of Human D1 Dopamine Receptor: qHTS. D(1A) dopamine receptor (Homo sapiens), P21728. HEK293 TREx D1 cells, calcium flux, dopamine EC20 potentiation. potentiation, % at 10 µM. 360,000 compounds, 0.036% hits. AID 504651, 2011; in the data active means potentiation above about 30%; further: 0% is about no effect
An asterisk follows results filed as active; ? = inconclusive; nt = no result given. Unless noted, no stated cut-off is given here; in the data, active means activation above about 30%; inactive means the rest.

SMILES	D2 agonist	RXFP1 antag	TRHR agonist	D1 agonist	D2 potentiator	D2 antag	D1 antag	TRHR PAM	D1 potentiator
CCN(CC)c1ccc(S(=O)(=O)N2CCOCC2)cc1NC(=O)COC(=O)/C=C/c1ccc(C)o1	0.6	-5.5	-0.2	3.3	2.7	-5.3	3.0	-4.5	1.4
N#Cc1cc(C(=O)c2ccccc2O)cn(-c2ccc(Cl)cc2)c1=O	3.9	-11.7	19.2	19.2	-3.8	-13.6	-2.3	-0.3	-3.3
Cc1cccc(C)c1NS(=O)(=O)c1ccc2c(c1)NC(=O)CO2	nt	-12.2	-0.5	1.1	nt	nt	4.6	10.3	-3.4
O=C1CCc2cc(S(=O)(=O)N3CCCC3C(=O)NC3CCCCCCC3)ccc2N1 (centres undefined)	-2.1	-2.4	-0.2	8.3	12.6	-0.5	2.0	-0.9	-2.6
C=C(C)COc1ccc2c(CC)cc(=O)oc2c1	nt	-0.1	-1.6	0.4	nt	nt	-2.7	-8.6	0.1
Cc1nnc(SCC(=O)Nc2ccccc2)n(N)c1=O	0.6	-9.0	0.0	2.0	-0.3	7.3	1.0	-1.2	-1.1
O=[N+]([O-])c1ccccc1CSc1ccccn1	-2.2	-10.2	-0.3	1.6	-3.2	-3.5	33.1	-0.8	-2.3
COc1ccc(Cl)cc1C(=O)N1CCN(c2ccccn2)CC1	-0.1	-20.3	0.9	2.8	-9.0	-6.1	4.1	10.2	-7.1
CCCN(CC(=O)Nc1ccccc1C)C(=O)C1CCN(c2ncnc3sc(C)c(C)c23)CC1	-0.5	-3.6	0.9	2.4	5.0	10.0	0.9	3.9	-6.5
Cn1cc(CN2CCc3sccc3C2)c(-c2ccccc2F)n1	-0.4	0.9	-2.1	1.4	-14.4	-12.7	-5.1	-17.6	3.1
O=C(Nc1ccc(Cl)cc1)N1CCSC1=NCc1ccccc1	1.2	0.5	0.0	2.7	-3.3	3.4	-1.3	-2.8	1.4
CNC(=O)C(=O)Nc1cc2c3c(c1)C(C)C(=O)N3CCC2 (centres undefined)	0.4	11.1	0.4	-0.3	9.8	-6.4	2.6	14.5	1.5
Cc1[nH]nc2c1C1(CCOC1C)C(C#N)=C(N)O2 (centres undefined)	0.7	-9.5	1.1	3.1	1.2	-19.0	-35.3*	-0.8	-4.3
Cc1ccc(S(=O)(=O)Nc2ccncc2)c(C)c1N(C)S(=O)(=O)c1ccc(F)cc1	0.6	-9.6	0.1	2.2	7.5	-3.9	3.6	-2.4	-3.9
Nc1ccccc1C(=O)NCC1(c2ccccc2)CCCC1	-0.5	1.6	-1.5	1.1	12.4	2.4	-6.3	-4.4	-7.6
CO[C@H]1/C=C/O[C@@]2(C)Oc3c(C)c(O)c4c(O)c(c(C=NN5CCN(C)CC5)c(O)c4c3C2=O)NC(=O)/C(C)=C\C=C\[C@H](C)[C@H](O)[C@@H](C)[C@@H](O)[C@@H](C)[C@H](OC(C)=O)[C@@H]1C	-1.4	nt	-0.4	3.1	0.2	-9.0	-5.4	-0.8	-1.6
CCOc1cc(N2CCOCC2)c(OCC)cc1NC(=O)c1cccc(N(C)C)c1	-0.4	-15.3	-1.4	1.4	-3.1	15.2	-16.4	17.2	-5.0
CC(=O)c1ccc(C(=O)N2CCCC(Nc3ccccc3)C2)s1 (centres undefined)	nt	-11.3	0.6	0.9	nt	nt	49.9	-9.9	0.6
O=c1n(-c2ccccc2)c(=O)n2n1CCCC2	nt	-19.2	1.8	0.4	nt	nt	12.2	-4.8	-0.5
CCOc1ccc(C(=O)c2ccc([N+](=O)[O-])cc2Cl)cc1	0.7	16.2	-1.3	2.0	-1.6	27.1	-7.8	-9.0	-2.1
COc1ccccc1NC(=O)c1cc(-c2ccc(OC)c(OC)c2)nc2ccccc12	0.0	7.2	0.4	2.6	3.1	15.8	-11.2	-3.8	-4.7
CCN(CC(=O)Nc1ccc(NC(C)=O)cc1)C(=O)Cc1c(Cl)cccc1Cl	0.1	-5.7	0.3	2.8	4.3	-31.9	-2.2	28.2	7.4
NS(=O)(=O)c1ccc(CCNC(=O)C2CCCCC2)cc1	-0.5	4.1	-0.9	0.9	14.8	1.6	-8.6	10.9	-5.2
CCOc1cccc(CN(CC)CC2CCCN(CCc3cccc(OC)c3)C2)c1O (centres undefined)	-0.1	-22.9	0.5	4.2	-14.8	11.3	-17.3	34.0*	-10.7
C[n+]1ccccc1/C=C/c1ccc(F)c(F)c1	-0.5	-0.9	0.1	1.1	2.7	12.4	5.9	-5.7	-3.5
C=CCSc1nc2c(c(=O)[nH]1)C(C(C)C)C(C#N)=C(N)O2 (centres undefined)	nt	24.9	0.1	-0.3	nt	nt	15.2	13.9	3.3
CN(CC(=O)Nc1ccc(N2CCOCC2)cc1)Cc1cc(=O)n2ccsc2n1	-0.6	-2.1	0.5	2.0	3.4	-11.2	8.4	4.0	-3.0
Cn1nc(C(=O)Nc2ccc(S(=O)(=O)N3CCCCC3)cc2)c2ccccc2c1=O	15.6	8.2	-0.1	0.3	-4.2	4.3	-0.8	-3.0	-3.9
Clc1ccc(-c2cnc3ccccc3n2)cc1	-0.5	19.6	0.1	-0.5	-5.0	6.0	13.1	5.8	-2.0
CN(C(=O)c1ccnn1C)C1CCCN(Cc2ccccc2F)C1 (centres undefined)	-0.1	7.0	0.6	3.2	-3.8	5.3	-24.4	-1.8	-5.2
O=C(OC(C(=O)Nc1cccc(C(F)(F)F)c1)c1ccccc1)C1CCCCC1 (centres undefined)	1.1	-20.9	2.3	8.6	-5.4	-1.8	-4.8	-1.2	-1.9
COc1cccc(CNC(=O)C(NS(=O)(=O)c2cccs2)C(C)C)c1 (centres undefined)	0.5	nt	-0.1	6.8	-9.7	nt	-2.1	1.4	-1.4
O=C(COc1ccc(Cl)cc1Cl)N1CCN(C(=O)c2ccco2)CC1	nt	-28.1	0.3	1.4	8.0	nt	0.7	5.5	-1.8
Oc1ccc2[nH]cnc2c1CN1CCCCC1	0.6	-8.1	0.5	2.1	-1.5	17.3	0.5	-4.2	-3.2
Cc1nn(Cc2ccccc2Cl)c2sc(C(=O)NCc3ccc4c(c3)OCO4)cc12	1.0	-23.7	0.0	0.4	15.3	-14.4	10.7	12.0	2.3
CCc1ccccc1NC(=O)c1cccc(NC(=O)/C=C/c2ccco2)c1	0.7	-24.8	-1.1	8.9	-6.1	-6.0	-36.1*	-5.1	-17.7
Cc1ccc(Nc2nc(N)c([N+](=O)[O-])c(NCc3ccco3)n2)cc1C	5.7	nt	-0.7	-1.3	2.1	-4.5	1.0	12.0	-1.2
O=C(Cn1c(=O)c(=O)n(Cc2ccccc2)c2ccc(Cl)cc21)Nc1cccc(F)c1	0.3	-12.3	0.5	2.2	-0.2	7.2	-24.8	3.2	-10.4
COc1cc(OC)c(Cl)cc1N	-1.0	1.2	0.0	2.9	4.4	-2.8	9.6	10.4	-3.0
OC(CN1CCNCC1)Cn1c2ccccc2c2ccccc21 (centres undefined)	1.6	1.5	-0.3	2.0	14.8	-23.9	11.3	11.0	-9.3
Nc1nonc1-n1nnc(C(=O)N/N=C/c2ccco2)c1CSc1ccccc1	nt	-9.5	-0.6	11.8	nt	nt	-18.5	7.2	-3.6
Cc1ccc2oc3c(c(=O)c2c1)C(c1ccc(F)cc1)N(CCCN1CCOCC1)C3=O (centres undefined)	0.6	nt	0.5	2.0	-5.2	9.3	6.3	10.8	3.9
COc1ccc(C2/C=C\CN(Cc3ccncc3)CC(=O)N2Cc2ccc(F)cc2)cc1 (centres undefined)	-0.5	nt	-0.4	2.7	12.3	1.5	35.2	-3.8	-2.9
C=CCNc1nc(N)c(C(=O)Nc2cc(C)on2)s1	-0.5	7.8	-0.5	-1.5	-8.8	-16.1	20.2	-0.1	-0.1
Cc1ccc(CC(=O)O/N=C(\N)c2ccccn2)cc1	-0.1	1.6	-0.8	4.6	17.8	0.7	-8.2	-1.5	-0.8

Complete entries from above. Order of values: D2 agonist | RXFP1 antag | TRHR agonist | D1 agonist | D2 potentiator | D2 antag | D1 antag | TRHR PAM | D1 potentiator
Results for COc1cc(OC)c(Cl)cc1N → -1.0 | 1.2 | 0.0 | 2.9 | 4.4 | -2.8 | 9.6 | 10.4 | -3.0
Results for Cn1nc(C(=O)Nc2ccc(S(=O)(=O)N3CCCCC3)cc2)c2ccccc2c1=O → 15.6 | 8.2 | -0.1 | 0.3 | -4.2 | 4.3 | -0.8 | -3.0 | -3.9

Returning to the listing, starting 3 compounds before the break.
SMILES	D2 agonist	RXFP1 antag	TRHR agonist	D1 agonist	D2 potentiator	D2 antag	D1 antag	TRHR PAM	D1 potentiator
COc1ccc(C2/C=C\CN(Cc3ccncc3)CC(=O)N2Cc2ccc(F)cc2)cc1 (centres undefined)	-0.5	nt	-0.4	2.7	12.3	1.5	35.2	-3.8	-2.9
C=CCNc1nc(N)c(C(=O)Nc2cc(C)on2)s1	-0.5	7.8	-0.5	-1.5	-8.8	-16.1	20.2	-0.1	-0.1
Cc1ccc(CC(=O)O/N=C(\N)c2ccccn2)cc1	-0.1	1.6	-0.8	4.6	17.8	0.7	-8.2	-1.5	-0.8
Cc1ccc2nc(NC(=O)C3CCN(C(=O)c4ccc(F)cc4)CC3)sc2c1	6.2	?	0.2	11.3	1.4	4.3	-14.3	-6.1	-6.2
COCCc1ncc(CN2CCC(C(=O)Nc3cccc(-c4cscn4)c3)CC2)cn1	-0.5	12.5	0.2	-0.6	-0.5	9.5	-18.7	-2.0	-7.8
CN(CC(=O)NCCN1CCCCCC1)S(=O)(=O)c1cccc2nsnc12	1.0	-6.4	0.1	3.2	-11.0	-1.9	-8.3	-7.6	-5.2
CCC(CC)c1nc2ccccc2c(=O)[nH]1	1.3	8.0	1.0	0.4	-9.8	10.1	-17.4	17.5	-3.2
Cc1[nH]c(=S)[nH]c(=O)c1Cc1ccc(OCC(C)C)cc1	-0.8	-32.2	-0.8	3.0	-5.1	30.7*	3.6	6.8	-0.8
CCSC1=NCCN1S(=O)(=O)c1ccccc1	-1.4	-9.0	0.0	-3.1	2.4	-1.2	2.2	-0.1	-7.8
CCc1ccc(NC(=O)C(=O)NCC2CCCN2S(=O)(=O)c2ccccc2)cc1 (centres undefined)	-0.5	-15.5	0.3	7.5	0.4	-9.1	-14.3	0.2	0.2
CC1(C)C2(C#N)C(N)=NC3(OCCO3)C12C#N (centres undefined)	2.0	-8.1	0.4	1.3	10.0	2.9	12.1	6.3	2.2
